# Assay outcomes deposited in PubChem by several laboratories.
# SMARCA2 activ = SMARCA2 function activation, primary screen | AID 652017 | activation, % at 9.1 µM | MG213 cells, MMTV-luciferase reporter, dexamethasone, overnight | hit rate 1% among 370,000; in the data active means activation above about 7.8%;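 further: 0% = vehicle wells and 100% = reference activator wells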
# hcDAF-12 act = H. contortus DAF-12 activation, primary screen. hit rate 1.4% among 370,000. HEK293 hcDAF-12 lit1-tk-luc reporter, luminescence; 0% DMSO, 100% Δ7-dafachronic acid. activation, % at 6.8 µM;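 active means activation above the mean of all tested compounds plus 3 SD, cut at about 5.5% in these data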;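 further: 100% = response to 3 µM Δ7-dafachronic acid high control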
# PG9 binder = binds the HIV-1 gp120 antibody PG9. hit rate 0.43% among 360,000. inhibition, % at 6.7 µM. TR-FRET gp120-PG9 antibody binding; in the data active means inhibition above about 8.5%
# ssDAF-12 act = activators of S. stercoralis DAF-12 nuclear receptor; HEK293 ssDAF-12/GRIP1 lit1-tk-luc reporter, luminescence; % of 3 µM dafachronic acid response; activation, % at 6.8 µM; hit rate 1% among 370,000; AID 652126;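 active means activation above the mean over all tested compounds plus 3 SD, cut at about 0.9% in these data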;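 further: 0% = DMSO-only wells and 100% = 3 µM delta7-dafachronic acid wells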
# DAX1 inh-1 = DAX1 (NR0B1) inhibition, primary screen | inhibition, % at 6.8 µM | hit rate 1.1% among 370,000 | HEK293T StAR-luciferase reporter, SF-1/DAX-1 repression relief | AID 652010;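 active means inhibition above the mean over all tested compounds plus 3 SD, cut at about 3.6% in these data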;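 further: 0% = DAX-1 cells with DMSO and 100% = cells lacking DAX-1 with DMSO; higher inhibition means more luminescence from relief of DAX-1 repression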
# FXN GAA850 act = frataxin GAA850 promoter activation. HEK293 lucGAA850 FXN promoter luciferase reporter, 24 h; percent of 10 µM SAHA response. activation, % at 6 µM. hit rate 0.56% among 360,000. AID 540364;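 active means activation above the average of all compounds screened plus 3 SD, cutoff fixed separately per campaign, cut at about 7.5% in these data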;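 further: 0% = DMSO wells and 100% = 10 µM SAHA wells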
# NR1D1 modulator = Rev-erb alpha (human) modulation | Rev-erbα–FITC-DNA binding, fluorescence polarization, 90 min | AID 1259318 | P20393 | activity, % at 10 µM | hit rate 0.79% among 370,000;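 active means activity above about 14%, limit read from the data; passing the limit was not always enough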;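 further: 0% = DMSO wells with 35 nM protein and 100% = DMSO wells with 750 nM protein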
# DAX1 inh-2 = inhibits human nuclear receptor DAX1. HEK293 Gal4-DAX1 luciferase reporter, luminescence. inhibition, % at 6.75 µM. P51843. AID 504766. hit rate 0.99% among 340,000;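 active means inhibition above the mean over all tested compounds plus 3 SD, cut at about 4.2% in these data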;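 further: 0% = DAX1-transfected cells with DMSO and 100% = empty-vector control cells with DMSO; inhibition shows as a rise in luminescence from relieved DAX1 repression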
# HGIII-sPLA2 inh = Inhibits HGIII-sPLA2 liposome hydrolysis, primary screen | QFRET BODIPY PC-A2 liposome hydrolysis, fluorescence | AID 743126 | hit rate 0.56% among 370,000 | inhibition, % at 12.2 µM | Q9NZ20;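 active means inhibition above mean plus 3 SD of compounds lying within the high and low control bounds, cut at about 19% in these data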;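 further: 0% = median of test compound wells and 100% = no enzyme DMSO wells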
# PLCb3 inh = inhibitors of human phospholipase C beta3. hit rate 0.18% among 370,000. inhibition, % at 12.2 µM. Purified PLC-beta3, fluorogenic substrate, fluorescence. AID 720704. Q01970; in the data active means inhibition above about 11%;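 further: 0% = median of compound wells on plate and 100% = full blocker control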
# Target sequence (Q01970 whole entry, looked up): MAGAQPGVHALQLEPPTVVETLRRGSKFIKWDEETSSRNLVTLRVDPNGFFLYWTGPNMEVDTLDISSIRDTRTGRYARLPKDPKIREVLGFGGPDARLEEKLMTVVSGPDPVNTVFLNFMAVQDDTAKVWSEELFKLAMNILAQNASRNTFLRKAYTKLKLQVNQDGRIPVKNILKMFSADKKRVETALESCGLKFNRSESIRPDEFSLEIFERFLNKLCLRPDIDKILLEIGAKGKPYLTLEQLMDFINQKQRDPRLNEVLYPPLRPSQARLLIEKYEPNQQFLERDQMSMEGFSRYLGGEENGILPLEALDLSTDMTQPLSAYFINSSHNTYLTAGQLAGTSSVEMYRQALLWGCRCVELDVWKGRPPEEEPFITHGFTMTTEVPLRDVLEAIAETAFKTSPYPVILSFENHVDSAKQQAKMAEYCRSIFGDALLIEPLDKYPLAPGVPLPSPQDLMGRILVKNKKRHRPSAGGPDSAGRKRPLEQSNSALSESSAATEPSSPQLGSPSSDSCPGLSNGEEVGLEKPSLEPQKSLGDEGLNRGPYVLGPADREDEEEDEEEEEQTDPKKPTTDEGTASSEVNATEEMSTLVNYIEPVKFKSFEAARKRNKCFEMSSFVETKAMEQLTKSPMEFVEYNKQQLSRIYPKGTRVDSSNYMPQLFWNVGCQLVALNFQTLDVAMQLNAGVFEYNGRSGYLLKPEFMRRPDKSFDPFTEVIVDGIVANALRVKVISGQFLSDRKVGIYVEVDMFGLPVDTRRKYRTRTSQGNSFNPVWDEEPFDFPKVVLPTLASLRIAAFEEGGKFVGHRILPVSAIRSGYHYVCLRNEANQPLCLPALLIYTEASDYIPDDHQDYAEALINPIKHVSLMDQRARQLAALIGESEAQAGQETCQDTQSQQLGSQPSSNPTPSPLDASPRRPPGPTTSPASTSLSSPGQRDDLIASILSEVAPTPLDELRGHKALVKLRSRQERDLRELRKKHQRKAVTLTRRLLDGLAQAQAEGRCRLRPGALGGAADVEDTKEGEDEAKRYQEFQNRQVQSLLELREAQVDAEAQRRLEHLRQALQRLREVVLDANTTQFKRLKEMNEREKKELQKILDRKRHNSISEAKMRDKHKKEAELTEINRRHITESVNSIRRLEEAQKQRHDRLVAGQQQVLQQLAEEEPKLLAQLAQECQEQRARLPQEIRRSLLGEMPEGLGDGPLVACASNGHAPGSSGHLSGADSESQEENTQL
# hgDAF-12 ag = hgDAF-12 agonism, primary luciferase screen; hit rate 1.8% among 370,000; activation, % at 6.8 µM; HEK293 GAL4-hgDAF12 UAS-luciferase reporter, agonist luminescence; normalized to butyrate control;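 active means activation above a cutoff set at the mean of all screened compounds plus 3 SD, cut at about 10% in these data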;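 further: 0% = DMSO wells and 100% = sodium butyrate wells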
# * hit, by the source's call; nt = not tested or not shown.
SMILES,SMARCA2 activ,hcDAF-12 act,PG9 binder,ssDAF-12 act,DAX1 inh-1,FXN GAA850 act,NR1D1 modulator,DAX1 inh-2,HGIII-sPLA2 inh,PLCb3 inh,hgDAF-12 ag
CC(=O)CC[C@H]1CC[C@]2(CCCN(C(=O)C3CCCCC3)C2)O1,0,-1.4,nt,-1.1,0.5,nt,7,nt,-1,4,-0.4
O=C1CCc2cc(S(=O)(=O)NCCCC(=O)N3CCN(Cc4ccc5c(c4)OCO5)CC3)ccc2N1,-1,-0.1,-0.5,-2.0,0.2,0.6,6,-0.6,-2,-5,2.6
CCc1ccc(-n2c(=O)c3ccccc3n(CC(=O)C(C)(C)C)c2=O)cc1,-2,-0.2,0.4,-1.2,0.1,-0.2,3,1.3,1,-3,-1.6
O=C(O)c1ccc(NC(=O)c2cn(-c3ccccc3)nc2-c2ccc(Br)cc2)cc1,0,-0.2,-0.2,-0.3,-0.4,2.3,1,0.9,-12,1,-0.4
O=c1c(=O)n(O)c2ccccc2n1O,0,1.3,-2.1,0.8,0.1,2.2,1,-0.3,0,-1,0.2
O=C(COC(=O)c1ccc(Cl)nc1)NCc1ccco1,0,-0.4,-1.9,-0.9,0.1,0.1,4,-0.5,-2,3,1.2
CCCCn1c(N)c(N(CC(C)C)C(=O)CN(C)Cc2cccc(OC)c2)c(=O)[nH]c1=O,-1,0.6,0.0,-0.6,0.0,-0.3,0,-0.7,-5,1,-2.5
CCc1cc(CNC(=O)c2cc(COc3ccc(C)nc3)on2)on1,2,1.4,-1.5,-1.1,1.6,3.8,3,0.2,-4,-15,6.8
COc1ccc(Cc2nnc(NC(=O)c3cc(OC)cc(OC)c3)s2)cc1,-3,0.0,-1.5,-1.2,0.0,0.2,-1,0.9,-10,-1,-0.2
Cc1cc2nnc(SCc3ccc4c(c3)OCO4)n2c2ccccc12,-6,-1.8,-0.2,-0.5,-0.6,1.3,20,2.0,14,-16,-3.7
CC1C(c2ccccc2)OCCN1C(=S)Nc1ccc(S(=O)(=O)N2CCCCC2)cc1 (stereo not drawn),-3,0.2,0.0,-0.9,0.8,-0.6,2,-0.9,3,0,-2.4
Oc1ccc(N2CCN(c3ccnc4cc(Cl)ccc34)CC2)cc1,-5,-2.8,0.5,-1.3,-0.8,-1.5,-5,-1.4,2,-8,-0.8
CCOC(=O)/C(C#N)=C/C1=C(N2CCCC2)CC(C)(CC)OC1 (stereo not drawn),3,-1.6,-1.3,-1.4,0.3,1.8,1,1.4,-4,-5,-0.4
COC(=O)c1ccc(OC)c(CSc2nnc(COc3ccc(Cl)cc3)o2)c1,7,-0.6,-1.6,-1.7,-0.8,5.4,1,0.6,2,3,4.2
CN=c1c([N+](=O)[O-])nn(-c2ccc3c(c2)OCCO3)n1O,-2,-1.6,-0.2,-1.9,0.1,1.3,2,-0.4,4,-6,-0.2
COc1ccc(-c2c(-c3cc(OC)cc(OC)c3)n(C)c3ccc(-c4cnc(OC)nc4)cc23)cc1,0,-1.6,-1.4,-1.1,0.0,1.0,13,0.1,0,-1,-0.4
COc1ccc(C(c2nnnn2CCc2ccccc2)N2CCN(C)CC2)cc1OC (stereo not drawn),0,-0.2,0.6,-1.0,0.9,-0.3,-1,-0.3,12,-1,-2.1
CCC(=O)NC(=S)Nc1ccc(-c2nc3ccccc3s2)cc1,7,2.0,-0.7,-0.3,2.3,1.8,8,3.5,-4,-1,6.8
COc1ccc(-c2nc(CS(=O)CC(=O)NC3CCCC3)c(C)o2)cc1 (stereo not drawn),0,0.9,-2.6,-0.6,0.1,-0.9,1,-0.1,3,-5,-1.1
COCCCNC(=O)Cn1nc(-c2ccccc2OC)ccc1=O,-1,-1.3,0.9,-0.6,0.9,-0.4,-4,0.1,7,1,0.8
Nn1c(SCC(=O)Nc2ccc3c(c2)OCCO3)nnc(CCC(=O)O)c1=O,-1,-0.1,-0.8,0.2,1.9,0.0,3,0.1,5,-7,1.0
CN(C)c1cc(NC(=O)CN2CCCC2)c2ccccc2n1,5,-0.4,-0.8,-0.7,0.0,1.5,-2,0.5,1,-19,-1.0
CC(C)C(=O)N=C1NC(=O)CS1,1,-2.7,-2.6,-0.5,0.2,0.2,-4,0.2,0,1,2.5
Cc1ccc(C(=O)N2CCN(C/C=C/c3ccccc3)CC2)cc1S(=O)(=O)N1CCOCC1,3,0.9,-2.0,-0.8,-1.6,0.8,2,0.4,-15,-7,2.3
Cn1cccc1/C=C1\SC(=Nc2cccc(O)c2)NC1=O,9.9*,2.0,-10,0.2,1.3,1.8,2,2.3,-30,-13,7.8
O=C(Nc1cccc(O)c1)c1cccc(S(=O)(=O)Nc2cccc(O)c2)c1,-3,-1.3,0.8,0.7,-0.1,-2.1,-1,-1.9,-22,-7,-2.6
Cc1cccc(NC(=O)CSCC(=O)Nc2nnc(C3CC3)s2)c1,-4,0.2,-1.9,-0.9,-0.3,0.2,2,0.6,2,-6,-3.4
CN1CCN(C2CCCCCC2)CC1,-3,-1.2,-3.8,-1.0,1.2,1.9,-2,0.4,-3,4,2.4
COc1ccc(CC2SC(=Nc3ccc(F)cc3)NC2=O)cc1 (stereo not drawn),-1,-2.0,-1.9,-1.3,-0.2,0.9,0,-1.4,-15,-1,-4.8
O=c1[nH]nc(Cc2ccccn2)c2ccccc12,-1,0.5,-2.4,-1.0,2.2,-1.2,-4,0.1,2,-4,-0.8
CC(C)(C)N1Cc2nnn(Cc3ccccc3)c2-c2cc(N3CCCCC3)ccc2S1(=O)=O,2,-3.3,nt,-0.3,-1.5,nt,2,nt,-1,-15,1.3
COc1ccc(/C=C/C(=O)OCC(=O)Nc2ccc(Cl)c(S(=O)(=O)N(C)C)c2)cc1OC,-3,1.4,0.9,-1.1,0.9,3.3,-3,-0.5,-20,-52,0.4
O=C(/C=C/NCc1ccc(F)cc1)c1ccccc1,-1,-1.5,1.4,-1.0,-0.5,4.5,-1,1.5,-15,-9,3.4
COc1ccc(C(=O)CCC(=O)Nc2cc(Cl)c(O)c(Cl)c2)cc1,-1,-1.4,-3.1,-1.5,0.1,-0.3,0,0.9,-5,-4,-1.1
O=c1cc(-c2ccccc2)nc(SCc2ccc(F)cc2)[nH]1,1,0.3,0.4,-1.2,-0.2,2.9,-2,0.0,-9,-1,-1.3
COc1cccc(NC(=O)N(C)C[C@H]2OCc3cn(nn3)CCCC(=O)N([C@@H](C)CO)C[C@@H]2C)c1,-1,-0.9,0.3,-1.3,-0.4,-2.5,-3,0.2,2,3,-3.2
Cc1ccc2nc(SCC(=O)N/N=C/c3ccc(C(=O)O)cc3)cc(C)c2c1,-2,-0.2,0.0,-0.7,-0.2,0.5,2,1.7,3,2,-1.4
COc1ccc(C(C(=O)NC2CCCCC2)N(C(=O)c2ccco2)c2ccccc2C(C)=O)cc1OC (stereo not drawn),-2,-0.4,-0.7,-0.6,-0.2,0.1,2,-2.1,-2,-3,0.5
CCc1ccc(C2NC(=S)NC3=C2C(=O)CCC3)cc1 (stereo not drawn),-1,-2.4,-1.2,-1.2,-0.2,0.3,-5,-0.4,6,2,2.8
O=C(O)c1cnc(-c2ccccc2)nc1Sc1ccccc1Cl,-3,1.5,-1.1,0.0,-0.5,-2.1,0,-0.4,-16,3,3.4
O=C(CSc1nnnn1Cc1ccccc1)NC1CCCCC1,0,-0.3,-1.2,-2.1,-0.5,-2.1,20,-0.9,9,-2,-3.2
Cc1cc2oc3c(c(=O)c2cc1C)C(c1cccc(Br)c1)N(Cc1ccco1)C3=O (stereo not drawn),0,0.2,-1.6,-0.6,0.2,-4.0,3,0.8,-4,-7,-0.1
Cc1cccc(-n2c(CNC(=O)COc3ccccc3)nnc2SCC(=O)Nc2nccs2)c1,-2,-3.0,0.6,-0.8,-0.4,1.3,3,1.4,-5,0,1.3
CC(C)(CNS(=O)(=O)c1cccs1)N1CCOCC1,-4,-0.9,-2.4,-1.6,0.0,-1.6,-1,0.5,-1,5,1.2
C#CCn1c(=O)c2c(ncn2C)n(C)c1=O,-6,-0.5,0.3,-0.9,-0.4,-0.6,2,0.2,-1,1,0.6
NC(=O)CCC(NC(=O)c1ccc(Cl)cc1)C(=O)NCCc1ccc2c(c1)OCCO2 (stereo not drawn),-2,-1.3,1.0,-0.7,0.4,-0.4,-5,-0.8,2,1,-0.7
COc1ccc(CN(C)S(=O)(=O)c2nnc(NC(=O)c3cccc(C)c3)s2)cc1OC,1,-1.7,2.1,-1.2,-0.2,1.8,0,0.7,-29,-93,1.3
CC(NC(=O)COC(=O)CCc1nc2ccccc2c(=O)[nH]1)c1ccccc1 (stereo not drawn),-2,0.4,-0.9,-1.9,0.1,1.7,2,0.0,-3,-4,-0.4

# Profiles from above. Values in the order: SMARCA2 activ	hcDAF-12 act	PG9 binder	ssDAF-12 act	DAX1 inh-1	FXN GAA850 act	NR1D1 modulator	DAX1 inh-2	HGIII-sPLA2 inh	PLCb3 inh	hgDAF-12 ag
# Cc1ccc2nc(SCC(=O)N/N=C/c3ccc(C(=O)O)cc3)cc(C)c2c1 is entered as -2	-0.2	0.0	-0.7	-0.2	0.5	2	1.7	3	2	-1.4
# CCc1ccc(C2NC(=S)NC3=C2C(=O)CCC3)cc1 (stereo not drawn) is entered as -1	-2.4	-1.2	-1.2	-0.2	0.3	-5	-0.4	6	2	2.8

# The list goes on.
SMILES,SMARCA2 activ,hcDAF-12 act,PG9 binder,ssDAF-12 act,DAX1 inh-1,FXN GAA850 act,NR1D1 modulator,DAX1 inh-2,HGIII-sPLA2 inh,PLCb3 inh,hgDAF-12 ag
CC(C)CNC(=O)CC1Oc2ccccc2NC1=O (stereo not drawn),-3,-2.1,nt,-1.2,0.2,nt,-4,nt,6,0,1.2
CCn1c2ccccc2c2cc(NC(=O)CSc3nnc(-c4ccc(OC)cc4)n3N)ccc21,-7,-2.3,5.5,-1.8,-1.1,-0.6,-9,-0.2,-6,-6,-3.3
O=C(CCc1nnc2ccc(N3CCC4(CC3)OCCO4)nn12)NCc1ccccc1Cl,-3,-2.7,-0.2,-1.5,-1.8,0.8,-1,0.1,5,-6,0.3
COCc1c(C(=O)NC2CCCCC2)sc2cccc(F)c12,0,-0.8,1.0,-0.8,0.1,3.1,10,-0.1,14,-9,1.5
C=CCn1c(COc2ccccc2C)nnc1SCC(=O)O,0,-0.5,1.7,-1.4,-0.6,2.2,-3,0.5,17,1,-2.2
On1c(-c2ccc(Cl)cc2Cl)nc2ncccc21,1,-1.8,-1.4,-1.4,0.1,0.6,1,0.9,-1,-29,1.5
COc1ccc(F)cc1-c1cc(C(=O)NCc2ccc(C(F)(F)F)cc2)[nH]n1,-3,-2.8,-0.1,-1.6,0.4,0.8,9,nt,-13,-3,0.2
Cc1cccc(Nc2nnc(SCC(O)=C(C#N)c3nc4ccccc4[nH]3)s2)c1,-3,2.6,-0.4,-0.2,1.3,0.9,-10,1.8,-2,-75,1.7
Cc1ccc(S(=O)(=O)n2c(N)nc3cc(C)c(C)cc32)cc1,-4,-1.2,0.2,-1.4,-0.1,-0.1,0,nt,0,-1,-2.9
CCC1(C)CC(C(CC(=O)O)c2ccc(C)cc2)CCO1 (stereo not drawn),4,-1.7,-2.3,-1.6,-0.2,0.7,5,1.4,-6,6,-2.4
COc1ccccc1N1CCN(CC(O)c2c(C)[nH]c3ccccc23)CC1 (stereo not drawn),-4,-1.6,0.6,-1.3,-0.8,0.5,6,-1.4,8,-25,-2.9

# Rows are unselected (roughly 7% active in at least one column).
